# Screens deposited in PubChem by The Scripps Research Institute Molecular Screening Center.
# OX1R antag-1 = blocks the human orexin 1 receptor; inhibition, % at 6.6 µM; O43613; OX1R-expressing cells, FRET antagonist read-out; AID 485270; actives 1.8% (n = 330,000); in the data active = inhibition mostly above about 38%, no sharp cut-off; inactive = mostly below about 40%;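 also: 0% = agonist challenge alone and 100% = reference antagonist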
# Target sequence (O43613 whole entry, looked up): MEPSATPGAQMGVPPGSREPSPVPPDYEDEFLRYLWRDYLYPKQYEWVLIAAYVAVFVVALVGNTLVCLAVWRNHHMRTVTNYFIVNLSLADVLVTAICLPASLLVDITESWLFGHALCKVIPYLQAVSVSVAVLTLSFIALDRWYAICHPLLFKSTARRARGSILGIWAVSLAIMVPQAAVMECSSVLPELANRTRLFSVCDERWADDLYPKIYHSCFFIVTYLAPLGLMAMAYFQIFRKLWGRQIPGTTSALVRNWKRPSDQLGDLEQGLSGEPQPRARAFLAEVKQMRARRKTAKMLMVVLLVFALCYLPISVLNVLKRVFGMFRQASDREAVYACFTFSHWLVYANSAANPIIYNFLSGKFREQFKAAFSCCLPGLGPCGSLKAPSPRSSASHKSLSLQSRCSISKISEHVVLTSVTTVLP
# OX1R antag-2 = antagonists of human orexin 1 receptor. O43613. CHO/OX1R cells, Fluo-8 calcium fluorescence, orexin A. inhibition, % at 5 µM. actives 0.43% (n = 330,000). AID 434989;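 active = inhibition above its plate's threshold, mean inhibition of all tested compounds on the plate plus 3 SD, cut at about 37% in these data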;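 also: 0% = orexin A challenge wells and 100% = SB-334867-A antagonist wells; not every result past the cut was called active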
# * hit, by the source's call.
SMILES,OX1R antag-1,OX1R antag-2
CCN(CC)S(=O)(=O)c1ccc(N2CCCCC2)c(NC(=O)C2CCN(C(=O)c3ccc(F)cc3)CC2)c1,12,-17
CC1CC(C)(C)NC(=S)N1CCC(=O)N1CCN(c2ccccc2)CC1 (configuration not stated),4,-23
COc1cccc(NC(=O)CN(C)C(=O)c2c(C)nn(CC(C)C)c2Cl)c1,16,-30
CC(C)OC(=O)CN1CCN(S(=O)(=O)c2cc(Cl)ccc2Cl)CC1,18,-7
COc1ccc(-n2nnc3c(=O)n(CC(=O)Nc4cc(C)on4)cnc32)cc1,5,-2
COC(=O)c1sc2nc(C)nc(SCC(=O)Nc3sccc3C(N)=O)c2c1C,22,6
CCOC(=O)c1ccc(CN2C(=O)c3ccccc3S2(=O)=O)cc1,8,-6
O=C(COC(=O)/C=C/c1ccc(OC(F)F)cc1)NC1CCCCCCC1,16,-18
O=C(NCCCn1ccnc1)c1ccc(S(=O)(=O)N2CCCCCC2)cc1,1,-22
CCCSc1nc2sc3c(c2c(=O)n1CC)CC(C)(C)OC3,15,-19
CN(CC(O)CN)CC(O)CN1CCCCC1 (configuration not stated),15,12
CCC(C)NC(=O)Cn1c(=O)n(-c2ccc(OC)cc2)c(=O)c2ccc(C(=O)NCc3ccc(C)cc3)cc21 (configuration not stated),6,7
NS(=O)(=O)c1ccc(CCNC(=O)c2cccc3ccccc23)cc1,15,-19
O=C(Nc1ccc(OC(F)(F)F)cc1)Oc1ccccc1N1CCOCC1,9,28
COc1ccc(NC(=O)c2cc3c(s2)CCC3)cc1S(=O)(=O)N1CCOCC1,21,-7
O=S(=O)(Nc1cccc(-c2cn3cccnc3n2)c1)c1ccc(-c2ccccc2)cc1,70,1
Cc1ccc2ccc(C(Nc3cccc(C(F)(F)F)c3)c3cccnc3)c(O)c2n1 (configuration not stated),1,-22
O=C(CN1C(=O)NC2(CCCC2)C1=O)NCc1cccc(Cl)c1,7,-16
CCCn1ncc(CN2CCN(Cc3ccc(C)o3)C(CCO)C2)c1C (configuration not stated),23,-11
O=C(NCCCN1CCCCCC1)c1ccc2c(c1)NC(=O)C(N1CCOCC1)S2 (configuration not stated),7,-17
O=S(=O)(c1cccc(Br)c1)N1CCN(CCc2ccccc2)CC1,-1,-36
N#CCCn1c(SCC(=O)NCC2CCCO2)nc2ccccc21 (configuration not stated),8,3
O=C(NN=C1CCCC1)c1cccc(Br)c1,16,-17
CCOC(=O)N1CCN(C(=O)CN(C)S(=O)(=O)c2ccc3c(c2)C(C)(C)C(=O)N3C)CC1,6,-23
O=C(CCCC(=O)NC1CCCC1)NC1CCCC1,7,-12
# The results go on.
SMILES,OX1R antag-1,OX1R antag-2
COc1ccc(NS(=O)(=O)c2cc(NC(=O)[C@@H](NC(=O)c3ccccc3)C(C)C)ccc2C)cc1,19,-17
CCCCc1nnc(NC(=O)CCS(=O)(=O)c2ccc(Cl)cc2)s1,2,-14
COCCC(=O)N1CCC(Oc2ccc(C(=O)N(C)C(C)c3ccon3)cc2)CC1 (configuration not stated),4,1
Cc1sc2ncnc(N3CCC(C(=O)Nc4ccc(C#N)cc4)CC3)c2c1C,11,-14
Cc1cc(C(=O)COC(=O)CCC(=O)c2ccc3c(c2)OCCO3)c(C)n1Cc1ccco1,17,-12
CCC1CCCCN1CCCNC(=O)CSc1nc2nc(C)c(Cc3ccc(C)cc3)c(C)n2n1 (configuration not stated),11,-33
COc1ccc(CNS(=O)(=O)NCc2ccc(C)cc2)cc1OC,27,-8
CCCCNC(=O)N1CCN(c2ccnc3cc(Cl)ccc23)CC1,3,-8
COc1ccc(NC(=O)NCCCN2CCCC2=O)c(OC)c1,6,-5
Cc1ccc(CNC(=O)C2CCN(S(=O)(=O)c3c(C)noc3/C=C/c3ccco3)CC2)cc1,-6,-19
COc1ccccc1/C=N\Nc1cn[nH]c(=O)c1Cl,6,-16
COC(=O)c1ccccc1NC(=O)Nc1cccs1,18,-13
Cc1cc(C)n2nc(CNS(=O)(=O)c3c(F)c(F)c(F)c(F)c3F)nc2n1,18,-18
Cc1ccccc1C(=O)N1CCN(c2ccc([N+](=O)[O-])c(NCc3cccnc3)c2)CC1,19,-31
N#Cc1c(N)nc2c(c1-c1ccncc1)CCCCCC2,25,-8
COc1cc2c(C#N)c(N3CCOCC3)nc(N)c2c(N)n1,15,-14
O=C(Nc1ccc(Cl)cc1)Nc1ccc(Cl)c(Cl)c1,43*,84*
CCOc1ccccc1NC(=O)NCc1ccc2c(c1)OCO2,14,-11
CCOC(=O)CN(C(=O)CSc1nnc(CNc2ccc(F)cc2)n1C)c1ccccc1,17,-37
CCN(Cc1ccccc1)c1ccc(/C=N/N=C(N)N)cc1,3,-27
Cc1cc(C)c(C(=O)Cn2nc(C(=O)O)c3ccccc3c2=O)cc1C,14,-25
CC(=O)c1cccc(NC(=O)NNC(=O)CCC(=O)Nc2ccc(C)c(C)c2)c1,15,-13
O=C(COC(=O)c1ccccc1Cc1ccccc1)Nc1ccc(SC(F)F)cc1,26,6
CSc1nc(-c2ccccc2)c(-c2ccccc2)[nH]1,24,-9
O=C(Nc1ccc(Cl)c(Cl)c1)C1CCCCC1,39,-15
# Going on with the list:
SMILES,OX1R antag-1,OX1R antag-2
CC(=O)c1cc(-c2ccccc2)n(CC(=O)Nc2cccc(C)c2)c1C,14,-19
CCOC(=O)c1nnn(-c2nonc2N)c1-c1ccc(C)cc1,-4,-13
COc1ccc2c(c1)c1nc(SCC(C)C)n(CCO)c(=O)c1n2C,18,-24
COc1ccccc1C(=O)Nc1cc(C)ccc1NC(=O)c1ccco1,9,-8
CCCCCC(=O)N1CCN(S(=O)(=O)c2ccc3c(c2)OCCO3)CC1,7,-18
Cc1ccc(-c2n[nH]c(=O)c3ccccc23)cc1S(=O)(=O)NCCO,14,-7
CCNC(=O)Cn1c(=O)c2c(ncn2Cc2ccccc2)n(Cc2ccccc2)c1=O,10,-40
COC(=O)NNC(=O)C1CCC(C(=O)NNC(=O)OC)CC1 (configuration not stated),17,-15
O=C(CCCN1C(=O)/C(=C/c2cccs2)SC1=S)Nc1cccc(C(=O)O)c1,33,7
O=C(CC1SCCNC1=O)Nc1ccc(Cl)cc1 (configuration not stated),6,-7
Cc1cc(=O)[nH]c(N/N=C/c2ccc(Cl)c([N+](=O)[O-])c2)n1,4,-19
COc1ccc(CCN2CC(C(=O)N3CCSCC3)CCC2=O)cc1 (configuration not stated),8,-3
CC(=O)c1ccc(N2CCN(C(=O)c3nn(Cc4ccccc4)c(=O)c4ccccc34)CC2)cc1,53,2
c1ccc(COc2ccc(OCCOCCn3cncn3)cc2)cc1,25,-15
Cc1ccccc1NC(=O)CCNS(=O)(=O)c1cccc2nsnc12,78*,-14
COCCNC(=O)CN(C(=O)c1ccc(N2CCCC2)nc1)c1ccc(Cl)cc1,20,-9
C/C(=N\NC(=O)CN(c1ccccc1)S(C)(=O)=O)c1ccccc1O,22,-15
CC(CCc1ccccc1)NC(=O)c1ccc(-n2cncn2)c([N+](=O)[O-])c1 (configuration not stated),16,-23
Cc1c(C(=O)NCc2ccccc2)cnn1-c1ccccc1,10,2
CCCCN(C(=O)/C=C/c1ccc(OCC(C)C)c(OCC)c1)c1c(N)n(CCC)c(=O)[nH]c1=O,13,-1
N=c1sccn1CC(=O)Nc1ccc2c(c1)CCC2,9,-5
Cc1ccc(-n2ncc3c2CC(C)(C)CC3NC(=O)CN2CCCC2=O)cc1 (configuration not stated),22,-13
Cc1ccc(C(=O)CC(=O)COc2ccc(Cl)cc2)cc1,6,11
O=C(c1cccs1)c1coc2ccc(O)c(CN(CCO)CCO)c12,6,-4
COc1cc2[nH]c(=S)nc(NCC3CCCO3)c2cc1OC (configuration not stated),27,-3
# More records:
SMILES,OX1R antag-1,OX1R antag-2
CCOC(=O)Nc1ccc(S(=O)(=O)Nc2cc(C)on2)cc1,6,10
O=C(c1cnn2c(C(F)F)cc(C3CC3)nc12)N1CCOCC1,6,-11
CN1CCCN(C(=O)c2cccc3ccccc23)CC1,2,-6
CCOc1ccc(N(C(C)C(=O)NC(C)CC)S(C)(=O)=O)cc1 (configuration not stated),4,-12
Cc1ccc2cc(CN(c3ccccc3C)S(=O)(=O)c3ccccc3)c(=O)[nH]c2c1,12,-12
CC(C)CN1C(=O)c2ccc(C(=O)Nc3ccc(O)cc3C(=O)O)cc2C1=O,7,-1
COc1ccc(/C=C(\C#N)C(=O)OCC(=O)NC(C)c2ccccc2)cc1 (configuration not stated),14,-27
CCOCc1nnc(NC(=O)c2ccco2)s1,15,-13
CC(NC(=O)c1ccc(S(=O)(=O)N(C)C)cc1)c1ccc(-n2ccnc2)cc1 (configuration not stated),12,-7
N#Cc1ccc(Oc2ccc(S(=O)(=O)N3CCCCC3)cn2)cc1,18,0
Cc1ccc(C(C)C)c(OCC(=O)NCC(c2cccs2)N2CCOCC2)c1 (configuration not stated),10,-33
CC1=CC(=C(C#N)C#N)C=C(C)N1CCN1CCN(C(=O)Nc2ccc(Cl)c(Cl)c2)CC1,5,-6
Cc1ccc(OCCC(=O)OCC(=O)Nc2ccccc2)cc1,12,2
O=C(c1ccco1)N1CCN(Cc2cc(=O)c(OCc3ccc([N+](=O)[O-])cc3)co2)CC1,39*,-12
COc1ccc(/C=C2\Sc3ccc(C(=O)NCCCN4CCCC4)cc3N(C)C2=O)cc1OC,18,-10
COc1ccccc1-n1c(SCC(=O)N2CCOCC2)nc(O)c(Cc2ccccc2)c1=O,11,-9
NC(=O)CSc1nnc(COc2ccccc2)n1CCc1ccccc1,9,5
Cc1coc2c(C)c3oc(=O)c(CCC(=O)NCCN4CCOCC4)c(C)c3cc12,16,-20
Cc1cc2nccc(-c3ccc(OCCCF)cc3)n2n1,1,-3
Cc1cc(Cl)ccc1OC(C)C(=O)Nc1ccc(S(=O)(=O)N2CCOCC2)cc1 (configuration not stated),-7,12
COc1ccc(CN(C(=O)c2ccccc2Br)C2CCS(=O)(=O)C2)cc1 (configuration not stated),1,-27
COc1cc(-c2c(-c3cc(OC)c(OC)c(OC)c3)noc2C)ccc1F,12,-26
Cc1ccc(OCCSc2nnc(NC(=O)c3ccco3)s2)cc1,-4,-2
O=C(NCC(=O)N1CCN(c2ccc(C(F)(F)F)cn2)CC1)c1ccc(Br)o1,3,-7
Cc1cc(-c2csc(NC(=O)c3ccc(=O)[nH]c3)n2)c(C)n1Cc1ccccc1,4,4
# Following part
SMILES,OX1R antag-1,OX1R antag-2
CC(C(=O)NCC1CCCCC1)N1CCc2ccccc2C1 (configuration not stated),8,-16
COc1cc(/C=N/S(=O)(=O)CCc2ccccc2)ccc1O,17,-14
Cn1ccnc1C(=O)c1ccc(Cl)c(S(=O)(=O)N2CCOCC2)c1,13,-10
Cc1noc(C)c1C(=O)N1CCN(S(=O)(=O)c2cccc(Cl)c2Cl)CC1,12,-15
Cc1ccccc1-n1nc2c(c1NC(=O)c1cc3ccccc3oc1=O)CS(=O)(=O)C2,9,-6
CCN(c1ccc(OC)cc1)S(=O)(=O)c1nnc(NC(=O)COc2ccc(F)cc2)s1,16,-8
CCN1C(=O)C(=O)N(Cc2ccc(OC)c(F)c2)C1=O,19,-14
CC(C)CC(=O)Nc1cc2c3c(c1)C(C)C(=O)N3CCC2 (configuration not stated),-7,-15
COc1ccccc1CNC(=O)c1ccc(OCc2c(C)noc2C)c(OC)c1,18,-1
Cc1cc(C)nc(NC(=O)c2ccc(Br)cc2)n1,-9,-10
CN=C(Nc1cc(C)nn1-c1ccccc1)c1ccccc1F,16,-23
O=C(NCc1ccncc1)C(=O)NCC1OCCN1S(=O)(=O)c1cc(F)ccc1F (configuration not stated),21,-16
CCOC(=O)c1c(C)n(CCO)c2ccc(O)cc12,-1,2
Cn1c(=O)c2c(nc(N3CCOCC3)n2CCCNC2=NCCC2)n(C)c1=O,14,-17
CCN(c1ccccc1)S(=O)(=O)c1ccc(F)cc1C,19,-8
CC(C)c1nn2c(=O)cc(COc3cccc(NC(=O)c4ccco4)c3)nc2s1,5,-28
O=C(COc1ccccc1)N/N=C/c1ccc2c(c1)OCO2,8,-4
Cc1ccc(Cn2ccc(NC(=O)c3noc4c3CCc3ccccc3-4)n2)cc1,14,-22
CC(C)(C)OC(=O)N1CCC[C@H]1C(=O)N/N=C/c1ccc2nccnc2c1,18,-2
O=C(CCl)Nc1ccc(-c2ccccc2)cc1,10,-15
O=C(NC1CCCC1)C(c1ccsc1)N(C(=O)Cc1cccs1)c1cccc(F)c1 (configuration not stated),20,-25
CCCCNS(=O)(=O)/C=C/c1ccccc1,0,-8
O=C(Nc1ccccc1[N+](=O)[O-])C1COc2ccccc2O1 (configuration not stated),11,-7
N/C(=N\OC(=O)Oc1ccccc1)c1ccc([N+](=O)[O-])cc1,67*,-7
